Assay outcomes as filed in PubChem BioAssay.
pCIP destab: compounds decreasing mouse p/CIP protein stability | F442A p/CIP-EGFP cells, EGFP fluorescence, 16 h | Q05BA5 | decrease of EGFP signal, % at 10 µM | AID 1984 | hit rate 0.01% among 290,000;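 active means EGFP signal decrease of at least 30% at 10 µM or well 3 SD below plate mean, unless failing retest; inactive means the rest, including hits failing retest or dose response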; further: some compounds called inactive have numbers as strong as hits; many of its hits are not listed in these tables
GalR3 antag: human GalR3 antagonism; O60755; HEK293 GalR3-CNG cAMP membrane potential fluorescence; galR3 body fused to GalR1 C-terminus; inhibition, % at 3 µM; hit rate 0.44% among 360,000; AID 651719;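 active means inhibition above the screen-wide average plus 3 SD, cut at about 13% in these data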;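 further: forskolin and galanin both at EC90 stimulate the cells; cAMP rise reported by CNG channel membrane potential dye signal; 0% = forskolin plus galanin with DMSO and 100% = forskolin alone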
CRFBP-R2 agonist: CRF-BP/CRF-R2 complex agonism; hit rate 0.46% among 350,000; activation, % at 13.2 µM; HEK293 CRF-R2/CRF-BP, calcium dye fluorescence (FLIPR); percent of saturating CRF peptide response;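 active means activation of at least 50%, plus an integration ratio under a set limit after plate pattern correction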;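 further: plate controls were neutral control wells without compound for no effect and CRF at EC100 for full effect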
MEKK3 PB1 HTS: modulators (inhibitors or enhancers) of MEK5 binding to human MEKK3 PB1 domain | binding response (% of control), % at 10 µM | Q99759 | AID 1529 | bead-based flow cytometry, Alexa488-MEK5 binding to MEKK3; actives lie on both sides; 0 = blocked by unlabeled MEK5, 100 = vehicle | hit rate 1.4% among 290,000;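 active means binding response more than 3 SD above or below the average of its plate-row segment, actives on both sides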;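 further: Alexa488 bead fluorescence after subtracting the streptavidin-only scavenger bead signal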
IDE inh: inhibitors of human insulin-degrading enzyme in cells | P14735 | hit rate 0.41% among 320,000 | HEK cells, FAbetaB cleavage, fluorescence polarization | inhibition, % at 5.59 µM;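 active means percent inhibition above the average of all tested compounds plus 3 SD, set per screening campaign, cut at about 16% in these data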;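 further: IDE supplied by intact live HEK cells; FP after avidin binding of uncleaved biotin substrate so inhibition keeps polarization high; 0% = DMSO wells and 100% = 60 µM reference IDE inhibitor Ii1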
CRFR2-BP antag: blocks CRF-induced signaling of the CRF-BP/CRF-R2 complex. HEK293 CRF-R2/CRF-BP, CRF-induced calcium fluorescence. inhibition, % at 11.8 µM. hit rate 0.59% among 350,000. AID 588475;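 active means inhibition of the ligand-induced calcium signal above about 50% at the single tested concentration, limit read from the data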
CHRM4 PAM: positive allosteric modulators of human muscarinic M4 receptor; P08173; CHO-K1 hM4/Gqi5, Fluo-8 calcium fluorescence, ACh EC20; 0% = ACh EC20, 100% = maximal ACh; activation, % at 3 µM; hit rate 0.4% among 360,000;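 active means activation above its plate's cutoff, the mean activation of sample wells plus 3 SD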; further: some results filed as inactive read as strong as hits
IDE act: activators of human insulin-degrading enzyme in cells; P14735; HEK cells, FAbeta-B cleavage, fluorescence polarization; 0% vehicle, 100% cell-free pure enzyme wells; activation, % at 5.96 µM; hit rate 0.073% among 340,000; AID 493087;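 active means activation above the mean of all tested compounds plus 3 SD, set per screening campaign, cut at about 17% in these data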
PHOSPHO1 inh: blocks human PHOSPHO1 phosphatase activity. Q8TCT1. recombinant PHOSPHO1, absorbance phosphatase assay. inhibition, % at 13.3 µM. hit rate 1.1% among 290,000; in the data active means inhibition above about 60%
Numbers without * were called inactive; . = no result given.

Below each SMILES – pCIP destab	GalR3 antag	CRFBP-R2 agonist	MEKK3 PB1 HTS	IDE inh	CRFR2-BP antag	CHRM4 PAM	IDE act	PHOSPHO1 inh
CCCn1c(C(C)Nc2nc(-c3ccc(Cl)c([N+](=O)[O-])c3)cs2)nc2cc(Cl)c(N3CCCCC3)cc21 (stereo unspecified)
 : -2	.	-1.1	103	-2	-4	0	1	15
Cc1ccc2sc(N(CCCN(C)C)C(=O)c3ccc(S(=O)(=O)N4CCCCCC4)cc3)nc2c1C
 : .	-4	-0.7	.	-2	0	2	-1	.
COc1ccc(/C=N/N=C/c2ccc(OC)c(O)c2)cc1O
 : 1	-5	-0.2	99	2	-4	14	4	32
CNCC(=O)O
 : .	.	-1.2	.	-1	77*	-1	4	.
CCN1CCCC1CNC(=O)Cn1cnc2sc(C)c(S(=O)(=O)N3CCC(C)CC3)c2c1=O (stereo unspecified)
 : 2	.	2.0	100	0	-7	.	.	2
O=C(CSC(=S)N1CCCC1)N1CCN(S(=O)(=O)c2cccc([N+](=O)[O-])c2)CC1
 : -3	-2	-0.6	98	8	-6	-1	12	-17
CCn1c(SCC(=O)Nc2cccc(OC)c2)nc2ccccc2c1=O
 : -7	-8	-2.1	107	.	-22	-8	4	24
COc1ccc(NC(=S)NCC2CCCO2)c(C)c1 (stereo unspecified)
 : -2	-1	1.3	97	4	3	9	-2	21
Cc1cc(/C=N/NC(=O)C(O)(c2ccccc2)c2ccccc2)c(C)n1-c1cccc(C(=O)O)c1
 : -4	-4	-0.8	101	-2	17	10	7	15
COc1cccc(NC(=O)CSc2nnc(Cc3ccc(C)cc3)c(=O)n2N)c1
 : .	-2	-0.3	.	-1	-12	-3	1	.
CCOc1ccc(N(C(C)C(=O)N/N=C(\C)C(C)(C)C)S(C)(=O)=O)cc1 (stereo unspecified)
 : -15	1	0.6	107	8	-10	-3	-3	16
Cc1ccc(C)c(CN2CCCN(Cc3cc(C)ccc3C)S2(=O)=O)c1
 : -9	-5	2.6	106	-3	11	0	1	38
NC(=O)C1CCN(CC(=O)Nc2ccc(S(=O)(=O)N3CCOCC3)cc2)CC1
 : -5	-10	0.6	102	1	13	2	3	32
CCOC(=O)c1ccccc1OCc1cc(/C=N/NC(=O)c2cccnc2)ccc1OC
 : -8	-1	-2.2	100	-5	-14	-21	-2	24
Cc1cc(N(CN2CCCC2=O)C(=O)c2ccc(F)cc2)no1
 : -4	-4	-0.3	99	3	34	9	3	-5
COCCN(CCOC)S(=O)(=O)c1ccc(OC)cc1
 : 3	6	4.0	108	1	16	-1	2	28
CCS(=O)(=O)c1ncc(Cl)c(C(=O)Nc2ccc(S(=O)(=O)N3CCCC(C)C3)cc2)n1 (stereo unspecified)
 : -24	-6	1.1	94	5	26	5	-12	14
NC(=S)Nc1c(Cl)cccc1Cl
 : -8	-6	-5.0	105	-1	-2	44*	1	32
CCOc1ccc(OCCC(=O)OC(C)C(=O)Nc2ccc(Cl)cn2)cc1 (stereo unspecified)
 : .	-4	0.6	.	.	1	-5	3	.
COc1ccc(S(=O)(=O)N(C)c2ccc(C(=O)NCC3CCCO3)cc2)cc1OC (stereo unspecified)
 : -14	-4	-2.2	98	12	-1	12	3	27
Cc1nc(-c2ccc(F)cc2)c(CC(=O)N(C)CC(=O)Nc2ccccc2Br)s1
 : .	-1	0.0	.	2	-1	3	2	.
C/C(=N\Nc1ccccc1C)c1cccnc1
 : -2	-7	0.2	103	-3	3	2	0	37
COC(=O)C1=C(C)N(C)C(=O)NC1c1ccc(O)c(OC)c1 (stereo unspecified)
 : 5	5	-3.1	100	-4	15	3	1	-5
CC1CC(C)CN(c2ncc3c(n2)CC(c2ccccc2)CC3=O)C1 (stereo unspecified)
 : -1	-3	3.3	102	3	-2	1	3	4
CCN(CC)S(=O)(=O)c1cccc(C(=O)N/N=C/c2ccc(N3CCOCC3)cc2)c1
 : -12	-1	-0.6	97	-1	-4	2	6	27
COc1ccc(NC(=O)c2cc(F)cc(F)c2)cc1Cl
 : 0	-3	2.5	98	-2	-51	18	-1	-8
COc1ccc(Nc2nc(NCc3ccco3)nc(N/N=C/c3ccccc3Cl)n2)cc1
 : 4	0	0.5	111	6	-3	1	-2	9
COc1cccc(N(CC(=O)NC2CCCCC2)C(=O)CCC(=O)Nc2nccs2)c1
 : -14	-8	-1.0	96	1	9	-8	-1	32
O=C(Nc1ccc(Cl)cn1)C1CCCN1S(=O)(=O)c1ccccc1 (stereo unspecified)
 : -2	-1	3.0	106	3	2	18	1	10
CCCC(CCC)=NNc1ccc(S(=O)(=O)Nc2ccccc2OC)cc1[N+](=O)[O-]
 : -6	0	-0.3	92	-2	-2	3	5	-4
Cc1ccc(NC(=O)CCc2c(C)nn(-c3ccc(N4CCOCC4)nn3)c2C)c(C)c1
 : 14	-8	-0.7	100	5	1	-1	1	20
Cc1ccc(NS(=O)(=O)c2ccccc2F)cc1S(=O)(=O)N1CCCCCC1
 : .	-3	0.1	.	.	-3	6	1	.
COc1ccccc1NC(=O)CNC(=O)c1ccccc1
 : -3	-2	0.2	99	3	2	1	0	54
COc1ccc(CC(=O)OCC(=O)Nc2ccc(F)cc2)cc1
 : .	-4	-0.9	.	.	-3	-5	0	.
Cc1nn(Cc2ccccc2Cl)c(C)c1C(=O)Nc1nnc(C2CC2)s1
 : 0	-2	-0.6	106	0	-20	0	-1	22
COC(C[C@H](O)[C@H](C)[C@H](O)COCc1ccccc1)OC
 : -9	-2	0.8	88	.	1	7	-3	40
O=C(NC1CCCCC1)c1ccc(-c2cccc([N+](=O)[O-])c2)o1
 : 1	-4	-0.3	104	-4	8	-5	6	21
Cc1noc(C)c1C(=O)N(CC(C)C)c1nc2ccccc2s1
 : -2	-3	-1.1	107	-5	5	4	2	0
Cc1ccc(C)c(-n2cc(CNC(C)Cn3cncn3)c(-c3ccccc3)n2)c1 (stereo unspecified)
 : -4	-8	-1.3	102	-2	-10	-8	-1	48
COc1ccc(NC(=O)C(c2ccc(C)cc2)N(C)C(=O)Cc2cccs2)cc1 (stereo unspecified)
 : -11	-4	-0.7	106	-1	-12	12	-3	-5
Cc1cc(C)c(NC(=O)CN2CCOCCOCCOCCOCC2)c(C)c1
 : .	-3	-0.4	100	4	7	16	8	.
COc1ccccc1/C=N/n1c(N)c(C(=O)NC2CCCCC2)c2nc3ccccc3nc21
 : -10	-6	1.2	100	.	-7	16	6	43
CCOc1ccc(C/C(N)=N/n2cnnc2)cc1
 : 3	-5	1.1	103	1	-1	-1	0	-22
Cc1ccc2nc(N)nnc2c1
 : .	3	0.2	.	.	-30	7	.	.
Cc1ccc(C2OC(=O)c3ccccc32)cc1 (stereo unspecified)
 : -4	-5	-0.5	100	4	16	-8	0	-21
Cc1ccc(OCC(=O)OC(C)C(=O)NC2CCCCC2C)cc1C (stereo unspecified)
 : .	5	0.9	.	5	-9	8	0	.
O=C(c1ccco1)N(Cc1nc2ccccc2c(=O)[nH]1)C1CCCC1
 : -7	-3	1.5	98	2	-3	3	3	2
Cc1nnc(NC(=O)CSc2nnc3ncccn23)s1
 : -2	-8	-0.6	99	3	9	0	4	37
Cc1nn(-c2ccccc2)c(-c2ccccc2[N+](=O)[O-])c1C(=O)O
 : -7	4	0.1	90	-4	21	-2	.	34
O=C(NCc1ccco1)c1ccc(CS(=O)Cc2ccc(Cl)cc2)o1 (stereo unspecified)
 : -2	-7	-2.9	104	1	33	-3	2	-1
C=CCn1cc(C(=O)N2CCN(c3ccccc3)CC2)c(=O)c2cc(S(=O)(=O)N3CCCC3)ccc21
 : 14	-2	0.3	103	2	0	-1	0	-10
COc1ccc2cc1Oc1ccc(cc1)CC1c3c(cc(OC)c4c3Oc3cc5c(cc3O4)CCNC5C2)CCN1C (stereo unspecified)
 : -9	.	2.5	75	4	-2	-8	7	20
CSc1cc(N2CCOCC2)nc(-c2ccccc2Cl)n1
 : 2	5	-2.1	100	-5	-32	0	3	11
Cc1ccccc1NC(=O)NCC1CCN(C(=O)OC(C)(C)C)CC1
 : -5	0	-0.9	98	1	2	-11	9	15
COc1cccc(CNC(=O)CSC(=S)N2CCCC2)c1
 : .	-3	-3.6	.	4	19	4	4	.
COc1ccc2nc(NCc3ccc(OC)c(OC)c3OC)sc2c1
 : .	-10	1.0	.	.	0	1	4	.
O=C(Nc1cccc(Cl)c1)OCc1cn(-c2ccccc2)nn1
 : -6	-2	-0.7	103	4	32	0	-6	53
COc1ccc(NC(=O)c2cc(-c3cc(OC)c(OC)c(OC)c3)nc3ccccc23)cc1OC
 : -21	-7	0.9	99	-3	-5	-15	-3	31
FC(F)(F)c1cccc(CN2CCCCCC2)c1
 : -7	-5	-0.1	99	-1	-2	-5	6	-27
Clc1ccc(OCCn2cnc(Cl)c2Cl)cc1
 : 2	-5	1.1	102	-3	2	2	7	8

Going on with the list:
Below each SMILES – pCIP destab	GalR3 antag	CRFBP-R2 agonist	MEKK3 PB1 HTS	IDE inh	CRFR2-BP antag	CHRM4 PAM	IDE act	PHOSPHO1 inh
O=C(Cn1c2c(sc1=O)C1c3ccccc3OCC1CS2)Nc1ccc(Cl)cc1 (stereo unspecified)
 : 4	-2	3.6	108	4	-22	-8	-3	17
CC1CCN(c2ccccc2NC(=O)c2cc([N+](=O)[O-])ccc2N2CCOCC2)CC1
 : -6	-1	2.3	99	-3	-4	-1	1	.
COC(=O)c1cc(NS(=O)(=O)c2ccc(NC(C)=O)cc2)cc(C(=O)OC)c1
 : 14	-2	-0.5	121	1	21	17	-2	16
CC(C)OC(=O)CSc1ncnc2c1cnn2Cc1ccccc1
 : -3	-4	0.5	97	-8	-14	0	-4	6
Cc1ccccc1OCC(=O)NN1Cc2ccccc2C1=N
 : -16	-2	-1.9	99	7	5	1	1	20
O=C(O)CC(CNS(=O)(=O)c1ccccc1)c1ccccc1 (stereo unspecified)
 : -25	6	4.9	100	0	11	6	1	10
Cc1cc(N2CCN(C)CC2)nc2ccc(NC(=O)CCC(=O)NCc3ccco3)cc12
 : -5	2	0.1	103	5	7	1	1	29
CC[C@@H]1C(c2ccccc2)=NN(c2ccccc2)[C@H]1C(=O)N1CCOC1=O
 : .	-7	4.8	.	.	11	2	-1	.
Nn1c(Cc2ccccc2)nc2cc(Cl)ccc2c1=O
 : 6	-10	0.1	103	2	-3	-1	5	.
NC(=O)c1nsnc1-c1ccccc1O
 : -29	.	0.9	95	0	32	-7	0	14
Cc1nnc(SCC(=O)Nc2ncc(Cc3ccc(F)cc3)s2)n1N
 : 1	1	0.2	98	2	-1	4	1	-11
ClCCN1C2=NCCCN2c2ccccc21
 : 0	-4	-0.5	102	-11	6	-8	4	54
CC1(C)CC(C)(O)P(=O)(c2ccccc2)O1 (stereo unspecified)
 : -17	-2	-0.8	94	2	17	-2	5	-10
Cc1c(C)n(Cc2ccccc2)c2ccc(C(=O)NCCN3CCOCC3)cc12
 : -2	-7	-0.3	96	4	-10	0	-1	26
O=C(OCc1c(Cl)cccc1Cl)c1cnccn1
 : 4	-4	0.7	93	-2	-2	0	0	24
COC(=O)CSc1ncc(OC)c(OC)n1
 : -3	-4	-0.9	98	5	-15	2	0	28
Cc1cccc2cc(C#N)c(NCCNC(=O)c3ccccc3)nc12
 : .	-6	-0.5	.	.	-2	1	.	.
CC(C)n1c(O)c(N=NC(=O)Cc2csc(N3CCOCC3)n2)c2ccccc21
 : -1	-6	-0.4	.	5	-4	-5	-3	37
